# RmlCD inh mix: RmlC/RmlD inhibition, mixture screen. inhibition, % at 5.5 µM. RmlC/RmlD coupled enzyme inhibition, 384-well mixture HTS. 0.39% of 110,000 active; in the data active means inhibition above about 30%, passing the limit was not always enough; inconclusive means no clear call, values can overlap the other calls; further: strong numbers were not always called active
# RT RNaseH block: blocks HIV-1 RNase H cleavage of RNA/DNA duplex; P04585; RT-RNase H RNA/DNA duplex cleavage, fluorescence; inhibition, % at 10 µM; 1.9% of 65,000 active; AID 565; in the data active means inhibition above about 50%
# Active calls of the source: *; ? = inconclusive; . = not tested or not shown. Only part of the results is shown; rates above refer to the full screens.
# Results follow in this order: RmlCD inh mix	RT RNaseH block
> Cc1ccccc1NC(=S)NC1CC2CCC(C1)N2Cc1ccco1 (stereo not given)
 : 7	.
> CCOC(=O)/C(=C\c1ccccc1)C(=O)c1cc(C(C)=O)c(Nc2ccccc2)s1
 : 11	.
> CCO[C@@H]1OC(C(N)=O)=C[C@H](c2ccccc2)[C@H]1CCCO
 : 7	.
> CCCC(=O)CN1C(=O)C2(OCCO2)c2ccccc21
 : 6	-17
> CC(C)(C)c1ccc(S(=O)(=O)N2CCCC2C(=O)NC2=NCCS2)cc1 (stereo not given)
 : -9	-28
> CCOC(=O)CSc1nnc(-c2ccccc2NC(=O)c2ccccc2)o1
 : 14	13
> CC(C)N1CCc2c(sc(NC(=O)c3ccc(S(=O)(=O)N4CCc5ccccc54)cc3)c2C(N)=O)C1
 : 8	.
> COC(=O)C1CCN(C(=O)Cc2ccc(C)cc2)CC1
 : 9	.
> CC(C)(C)n1nc(-c2ccc(F)cc2)c2c(N)ncnc21
 : 7	.
> Cc1sc2nc3n(c(=O)c2c1C)NC(=O)CC3
 : -8	0

# (continued)
# Results follow in this order: RmlCD inh mix	RT RNaseH block
> Cc1nc2cc(NC(=O)N3CCCCC3)ccc2n1C
 : -9	.
> Nc1nc2n(n1)C(c1ccc(F)cc1)CC(c1ccc(F)cc1)N2 (stereo not given)
 : -5	0
> Cc1cc(C)c(NC(=O)NC(=O)c2ccc(F)cc2)c(C)n1
 : -3	-3
> O=C(O)CCCNc1cc(N2CCC3(CC2)OCCO3)c2noc3c2c1C(=O)c1ccccc1-3
 : .	2
> O=C(Oc1ccccc1N1C(=O)CCC1=O)c1ccco1
 : 5	-1
> Cc1ccc(C)c(N2CCN(C(=O)c3cc(S(=O)(=O)N4CCOCC4)ccc3F)CC2)c1
 : .	-5
> CCc1nccn1S(=O)(=O)c1cc(C)c(OC)cc1C
 : 6	.
> CCN(CC)S(=O)(=O)c1ccc(Cc2ncc(C(F)(F)F)cc2Cl)s1
 : -5	.
> Cc1ccc(-n2c(C)nn(-c3ncc(C(F)(F)F)cc3Cl)c2=O)cc1
 : -13	.
> Cc1ccc2cc3cc(C(=O)N4CCCCCC4)oc3nc2c1
 : .	-12

# Next section:
# Results follow in this order: RmlCD inh mix	RT RNaseH block
> COc1cc(COc2ccc3c(C)c(Cc4ccccc4)c(=O)oc3c2C)cc(OC)c1OC
 : -18	.
> COc1ccc(S(=O)(=O)N(CC(=O)N/N=C/c2cccs2)c2cc(C)cc(C)c2)cc1OC
 : 1	.
> CC(=O)c1c(N=CN(C)C)nc(C)nc1-c1ccccc1
 : .	-17
> O=C(NCc1ccccc1)c1ccc(Br)o1
 : -11	.
> Cc1noc(C)c1COC(=O)c1cc(F)c(F)cc1Cl
 : 19	-25
> O=C(c1cnn2cccnc12)N1CCN(Cc2ccc3c(c2)OCO3)CC1
 : 4	2
> Cc1ccc(-c2nnn(CC(=O)N3CCCCC3)n2)c(-n2cnnn2)c1
 : 5	82*
> C/C(=N\O)C(=O)C(CN1CCCCC1)CN1CCCCC1
 : -4	51*
> COc1ccc(-n2nc(C(=O)Nc3ccc4c(c3)OCO4)c3ccccc3c2=O)c(OC)c1
 : -15	-2
> Cc1ccc(C(C(=O)NC2CCCCC2)N2CCN(C(=O)c3ccco3)CC2)cc1 (stereo not given)
 : -16	.

# The list continues.
# Results follow in this order: RmlCD inh mix	RT RNaseH block
> COC(=O)c1[nH]c2ccccc2c1NC(=O)CNC1CCCCC1
 : 4	-1
> CC(=O)Nc1nc(-c2ccccc2)nc(-c2ccccc2OC(C)=O)n1
 : -4	-16
> CN(C)c1ccc(C2N(c3ccc(F)cc3)C(=O)C3CCCN32)cc1 (stereo not given)
 : 5	-2
> N#C/C(=C(/O)CSc1ccccc1C(=O)O)c1nc2ccccc2s1
 : -9	.
> Cc1cc(C)n(-c2cccc(Cl)c2)c(=O)c1C#N
 : -3	4
> Cc1cc(C)nc(SCc2nnc(SCC(=O)Nc3nccs3)n2C)n1
 : -8	.
> CC(C)OCCCNC(=O)CCc1nc(-c2ccccc2)no1
 : 8	-9
> Cc1ccc2cc(C(c3nnnn3C(C)(C)C)N3CCCCCC3)c(=O)[nH]c2c1 (stereo not given)
 : 4	11
> C=CCN1C(=O)C2C(C(=O)NC3CCCCC3)C3C=CC2(O3)C1C(=O)NC1CCCC1 (stereo not given)
 : ?	-3
> COC(=O)/C=C1\C(=O)N(c2nc3ccccc3s2)C(=S)N1c1ccc(F)cc1
 : 12	.

# Additional entries.
# Results follow in this order: RmlCD inh mix	RT RNaseH block
> Cc1cc(/C=N/NC(=O)CC2(C)OCCO2)c(C)n1-c1ccc(Cl)c(Cl)c1
 : 14	.
> CC(/C=C/c1ccco1)=N/NC(=O)c1ccccc1Cl
 : 12	.
> O=C(NCc1cccs1)C1CCCN(S(=O)(=O)c2ccc(Br)s2)C1 (stereo not given)
 : 6	-3
> Cc1ccccc1NC(=O)c1ccc(NC(=O)c2ccco2)cc1
 : 1	-9
> CC1=C(C(=O)N2CCOCC2)C(c2cccs2)NC(=O)N1 (stereo not given)
 : -4	3
> CC(C)(C)C1CCC(C(=O)Nc2ccccc2)CC1 (stereo not given)
 : 1	.
> N#C/C(=C\c1ccc(N2CCOCC2)o1)c1nc2ccccc2[nH]1
 : 6	.
> Cc1ccc(-c2n[nH]c(=S)n2/N=C/C=C/c2ccccc2[N+](=O)[O-])cc1
 : 16	.
> CCOc1ccc(Nc2oc(Cc3ccccc3)nc2C#N)cc1
 : 3	-28
> C=CCNC(=O)CCCCC(=O)NCC=C
 : -6	-5

# Next entries follow.
# Results follow in this order: RmlCD inh mix	RT RNaseH block
> CCN(CC)CCN(CC)Cc1ccccc1Br
 : 21	-4
> COc1ccc(NC(=O)CN2CCN(CC(=O)Nc3ccccc3F)CC2)c(OC)c1
 : -6	-11
> O=C(CSc1ncn(-c2ccccc2)n1)Nc1ccc2c(c1)OCCO2
 : 5	-11
> COC(=O)c1ccc(NC(=O)CSCc2ccccc2C)cc1
 : -5	.
> COC(=O)c1ccc(OCC(O)CN(CC(C)C)CC(C)C)cc1 (stereo not given)
 : 21	3
> CCCCC(c1nnnn1C1CCCC1)N1CCN(C2CCCC2)CC1 (stereo not given)
 : 1	2
> CCn1nnc(NC(=O)c2cccnc2)n1
 : -5	0
> O=C(NCCc1ccc(S(=O)(=O)N2CCCC2)cc1)c1cccs1
 : 5	1
> COc1ccc(C(=O)Nc2ccccc2C(=O)NC(C)C)cc1OC
 : 0	.
> CC1(C)CC(CC(=O)NC(=S)Nc2ccc([N+](=O)[O-])cc2)C(=O)O1 (stereo not given)
 : 6	.

# Next structures follow:
# Results follow in this order: RmlCD inh mix	RT RNaseH block
> Cn1c(CNC(=O)c2cccs2)nnc1SCC(=O)Nc1ccc(Cl)cc1
 : -7	.
> CC1(C)CC(=O)C(C=NCCC2=CCCCC2)=C(O)C1
 : 0	-8
> O=C(O)CCC(=O)Nc1ccc(S(=O)(=O)N2CCCC2)cc1
 : -2	1
> CSc1nc2ccc3nc(NC(=O)c4ccc(Cl)s4)sc3c2s1
 : -10	.
> CNC(=O)NC(=O)CSc1nc2cc(C(=O)OC)ccc2c(=O)n1-c1ccccc1
 : -9	9
> CSc1nc2ccc3nc(NC(=O)c4ccccc4)sc3c2s1
 : -66	.
> CCOc1ccc2[nH]c(=O)c(CN(CCO)C(=O)c3ccccc3F)cc2c1
 : .	-1
> CC(Sc1ccc(Cl)cc1)C(=O)NCc1ccc2c(c1)OCO2 (stereo not given)
 : -11	.
> CCC(C)(C)n1nnnc1CN(Cc1cc2cc(OC)ccc2[nH]c1=O)C1CCCC1
 : -5	-5
> Clc1ccc(OCCN2CCOCC2)cc1Cl
 : 2	.

# Next part:
# Results follow in this order: RmlCD inh mix	RT RNaseH block
> CCOC(=O)c1cn(-c2nc(-c3ccc(Cl)cc3)cs2)c2c(F)c(N3CC(C)OC(C)C3)c(F)cc2c1=O (stereo not given)
 : -34	.
> CN(/N=C/c1ccncc1)c1cnn(-c2ccc(F)c(Cl)c2)c(=O)c1Cl
 : -5	.
> CC(C)Cc1nc2oc3c(NCC4CCCO4)ncnc3c2c2c1CCC2 (stereo not given)
 : -178	-6
> Cc1nnc(SCc2nc3ccccc3nc2C)s1
 : -13	.
> CCOc1ccc(N=C(NC#N)SCC)cc1
 : 2	.
> CC1(C)CC(=O)C(C=NCCN2CCN(C(=O)Cc3ccc(F)cc3)CC2)=C(O)C1
 : -7	-8
> COCCNC(=O)COc1cccc(Oc2ccccc2)c1
 : 9	-30
> Cc1ccc(CNCc2cc3c(C(C)(C)C)nn(-c4ccccc4)c3[nH]c2=O)cc1
 : -23	.
> O=C(CN1CC(c2ccccc2)CC1=O)OCc1ccccc1F (stereo not given)
 : -7	-43
> O=C1C2C3C=CC(C4CC34)C2C(=O)N1/N=C/c1ccc(-c2ccc(F)cc2[N+](=O)[O-])o1 (stereo not given)
 : -9	.

# Continued:
# Results follow in this order: RmlCD inh mix	RT RNaseH block
> COC(=O)CN1C(=O)S/C(=C/c2cc(C)n(C)c2C)C1=O
 : -9	.
> CC(Sc1nc2ccccc2[nH]1)C(=O)O (stereo not given)
 : -13	.
> CCSC1=C(C#N)C(c2ccc3c(c2)OCO3)C2=C(CCCC2=O)N1 (stereo not given)
 : -15	.
> Cc1cc(C)c2c(=O)n(CC(=O)N3CCC(N4CCCCC4)CC3)sc2n1
 : 8	83*
> CCC1(C)Cc2c(sc3nc4n(c(=O)c23)CCS4)CO1 (stereo not given)
 : -127	-28
> CCOC(=O)/C(=N/Nc1ccc(Cl)cc1)S(=O)(=O)c1ccccc1
 : -11	.
> Cc1c(N=Cc2cc3c(cc2Cl)OCO3)c(=O)n(-c2ccccc2)n1C
 : 1	-5
> C=CCOC(=O)C1=C(C)NC(C)=C(C(=O)OCC=C)C1c1cccs1
 : -9	.
> Nc1c(-c2ccc(Cl)cc2)cnn1-c1cccc([N+](=O)[O-])c1
 : -7	.
> CCOC(=O)c1cnn(-c2ccc(Cl)cc2)c1C1CCN(C(=O)OC(C)(C)C)CC1
 : 12	.

# Remaining list, next part:
# Results follow in this order: RmlCD inh mix	RT RNaseH block
> O=c1c2ccccc2nc(SCc2ccccc2)n1Cc1ccco1
 : -4	-24
> CC1=C(C(=O)Nc2ccccc2C)C(c2ccc(C)o2)n2c(s/c(=C/c3ccccc3)c2=O)=N1 (stereo not given)
 : 4	.
> CC(C)[C@H](NC(=O)[C@@H]1CSCN1C(=O)OC(C)(C)C)C(=O)NCC1CCC(C(=O)O)CC1 (stereo not given in full)
 : 4	4
> COC(=O)[C@H](CCSC)NC(=O)Nc1ccc(C)c(C)c1
 : -12	0
> Nc1cc(N)nc(SCCN2CCCCC2)n1
 : 1	-6
> O=C(NCc1ccco1)C(c1ccc(F)cc1)N(CC1CCCO1)C(=O)Cn1nnc2ccccc21 (stereo not given)
 : 31	3
> CCOC(=O)C1CCN(C(=O)CC2C(=O)N(Cc3ccccc3)C(C)c3nc4ccccc4n32)CC1 (stereo not given)
 : 9	-10
> O=C(C1=C[C@@H](c2coc3ccccc3c2=O)C[C@@H](OCc2ccc(CO)cc2)O1)N1CCN(Cc2ccccc2)CC1
 : 7	.
> CCN(CC)CCN1C(=O)C(=O)/C(=C(/O)c2c(C)[nH]c(C(=O)OC)c2C)C1c1ccc(OC)cc1 (stereo not given)
 : .	0
> Cc1cccc(/C=C2/S/C(=N/N=C3\CC4CCC3(C)C4(C)C)NC2=O)c1 (stereo not given)
 : -4	.

# Continued.
# Results follow in this order: RmlCD inh mix	RT RNaseH block
> O=C(NCC1CCCO1)c1ccccc1-c1nc(-c2ccc(Cl)cc2)no1 (stereo not given)
 : -55	-8
> O=C(Cn1nc(Cc2cccnc2)c2ccccc2c1=O)N1CCC2(CC1)OCCO2
 : -6	1
> Cc1ccc(C(=O)O)cc1NC(=O)C1CCCN1S(=O)(=O)c1cccc2nsnc12 (stereo not given)
 : -4	.
> O=C(CN1CC(c2ccccc2)CC1=O)Nc1ccccc1 (stereo not given)
 : 4	-3
> O=C(COC(=O)c1ccc(Br)o1)NCc1ccco1
 : -3	9
> O=C(C1CCCN1C(=O)c1cccs1)N1CCN(Cc2ccc3c(c2)OCO3)CC1 (stereo not given)
 : .	-3
> O=C(O)c1ccccc1SC1CC(=O)N(C2CCCCC2)C1=O (stereo not given)
 : 9	-4
> CC(=O)c1cccc(S(=O)(=O)N(CCCO)Cc2cc3ccc(C)cc3[nH]c2=O)c1
 : 8	-28
> Cc1nc(N/N=C/c2ccccc2)nc(N(C)c2ccccc2)c1[N+](=O)[O-]
 : -9	.
> Cc1cc(NC(=O)COC(=O)COc2cccc3c2OC(C)(C)C3)no1
 : 97	2

# Further structures follow:
# Results follow in this order: RmlCD inh mix	RT RNaseH block
> COC(=O)c1ccccc1NC(=O)C12CC3CC(C1)CC(n1cnc(Cl)n1)(C3)C2
 : -2	.
> Cc1ccccc1N(C(=O)Cn1nnc2ccccc21)C(C(=O)NCc1ccco1)c1ccncc1 (stereo not given)
 : 9	-8
> Cc1ccc(S(=O)(=O)N2CCN(C(=O)c3ccc(OCc4c(C)noc4C)cc3)CC2)cc1
 : -7	-4
> c1ccc(OCCN2C3=NCCN3c3ccccc32)cc1
 : .	0
> CC(=O)NC1(c2cccc(F)c2)CCN(CC(=O)NC(C)C)CC1
 : 6	.
> Cc1ccc2c(c1)NC(=O)C(CC(=O)N(C)Cc1ccccc1)O2 (stereo not given)
 : 8	-22
> Cc1cc(/C=N/n2cnnc2)c(C)n1-c1ccccc1
 : 3	.
> CCOC(=O)c1cc(CC)sc1N
 : 3	-10
> C#Cc1ccc([C@H]2C=C(C(=O)O)O[C@@H](OCc3ccc(CO)cc3)C2)cc1
 : 3	.
> O=C(NCCc1ccccc1)c1ccccc1NS(=O)(=O)N1CCCC1
 : 7	3
> Cc1cc(C)nc(N2CCC(C(=O)Nc3ccc4c(c3)CCC4)CC2)n1
 : -9	38
> COc1ccc(NC(=O)N2CCCC2C(=O)Nc2ccc(C)c(Cl)c2)cc1 (stereo not given)
 : 10	-1
